Screens: PubChem, several laboratories
MT stabilize HCS: microtubule stabilization, imaging screen; HeLa tubulin immunostaining HCS, 24 h; share of cells brighter than vehicle mean+2SD; % tubulin-high responders, % at 10 µM; 200,000 tested, 0.83% active; AID 2205;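 active = plate Z-score above 3 for both tubulin-high and condensed-nucleus cell shares, with cell loss under 80%, at 10 µM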;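 also: anti alpha tubulin signal scored within the nucleus-defined area of each cell; some results filed as inactive read as strong as hits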
b-catenin transl: alters nuclear translocation of beta-catenin in HeLa cells | immunofluorescence imaging | nuclear translocation activity, % at 5 µM | 190,000 tested, 0.3% active | AID 1665;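 active = nuclear translocation activity above 50% at 5 µM, with a well cell count of 50 or more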;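 also: per-cell ratio of nuclear to cytoplasmic median beta-catenin stain intensity; plate controls were DMSO negative control for no effect and GSK-3 inhibitor IX positive control for full effect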
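Signal – beta-catenin immunofluorescence imaging with DAPI · Test system – human HeLa cell line · Dosing – 5 µM primary single dose, 0.1% DMSO, 0.02–20 µM confirmation series · Measure – % activation, nuclear-to-cytoplasmic median beta-catenin signal ratio per cell · Incubation – 24 h compound exposure at 37°C, 5% CO2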
WT yeast gro inh: growth inhibition of WT yeast, mitochondrial fusion screen | inhibition, % at 10 µM | mitochondrial fusion phenotypic screen, WT strain | 190,000 tested, 2.1% active; in the data active = inhibition above about 58%; tested in S. cerevisiae
Lipid droplet: modulators of hepatic lipid droplet formation | AML12 mouse hepatocytes, oleate lipid droplets, BODIPY imaging | inhibition, % at 6.5 µM | 240,000 tested, 0.4% active | AID 1656;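 active = lipid droplet intensity inhibited by at least 50%, with more than 500 cells counted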
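Technique: fluorescence imaging, 20x objective, two fields per well / Assay system: AML12 hepatocytes (mouse) / Measure: % inhibition of lipid droplet signal / Doses: 6.5 µM single-point dosing / Incubation: overnight exposure / Reagent: 100 µM oleic acid challenge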
XIAP antagonists: small molecules displacing peptide from XIAP – biochemical, IAP family, fluorescence polarization (AID 1018); XIAP BIR domain, fluorescence polarization peptide displacement; higher % means a stronger effect; one-dose displacement, % at 20 µM; IC50 in µM for titrated hits; 200,000 tested, 0.007% active; in the data active = displacement above about 50%; also: a part of the inactive calls stands beside numbers as strong as those of hits
Ins promoter up: MIN6 insulin promoter up-regulation | MIN6 insulin promoter-GFP reporter, high-content imaging; active compounds read high | z-score at 5 µM | 190,000 tested, 0.3% active | AID 1625;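 active = z-score above 3 at 5 µM with at least 500 cells counted in the well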
CSM14.1 death rescue: rescue of cells from ER stress-induced death, primary screen, 384-well, CSM14.1, thapsigargin, ATP luminescence (AID 1222) | CSM14.1 thapsigargin-induced death rescue, ATP luminescence; higher % means a stronger effect | cellular ATP content (survival), % at 20 µM; hits with a dose series show EC50 in µM | 190,000 tested, under 10 active;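 active = EC50 below 50 µM in the dose-response confirmation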;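 also: death triggered by thapsigargin at about 15 µM added after 2 h compound pretreatment; cell ATP read after overnight thapsigargin exposure of roughly 18 to 22 hours; normalized against plate controls of thapsigargin alone and 5% DMSO vehicle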
Autophagy mod: autophagy modulation, high-content screen. AID 463193. 190,000 tested, 0.98% active. calls only at 10 µM (by protocol). MEF GFP-LC3 puncta imaging; test concentration mostly 10 µM;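 active = percentage of spot-positive cells more than 3 SD above its plate mean, without a fluorescence outlier flag or 80% toxicity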;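 also: spot-positive cell cutoff set from DMSO-treated cells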
Dynein transport: dynein cargo transport inhibition | z-score, hits read low | 3617.4 mouse cells, GR-EGFP nuclear translocation imaging; test concentration mostly 20 µM; stimulated with dexamethasone, 1 µM; active compounds read low | AID 1381 | 220,000 tested, 0.47% active;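 active = plate z-score of nuclear minus cytoplasmic receptor signal below a set negative limit, without overly bright fluorescence or cell loss, cut at about -3.5 in these data, passing the limit was not always enough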;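 also: z-score of nuclear minus cytoplasmic ring GR-EGFP intensity difference per well; some compounds called inactive have numbers as strong as hits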
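Medium: Induction medium lacking tetracycline, stripped serum | Probe or stimulus: 1.0 µM final dexamethasone stimulus | Schedule: 48 h induction, then 1 h compound, then 30 min agonist, 37 °C | Signal: Automated 10x imaging of fixed Hoechst-stained cells | Evaluation: Per-cell GR-EGFP intensity, nucleus versus surrounding cytoplasmic ring, well-averaged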
WT yeast gro inh mutant strain: recorded beside WT yeast gro inh, whose call it bears; inhibition, %; mitochondrial fusion phenotypic screen, mutant strain inhibition
Dynein transport cytoplasmic EGFP: recorded beside Dynein transport, whose call it bears; z-score; measured here: cytoplasmic GR-EGFP intensity; active compounds read high
Dynein transport nuclear GR-EGFP: further read-out of Dynein transport, marked with its call; z-score; measured here: nuclear GR-EGFP intensity;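 lower value marks the stronger effect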
Dynein transport cell count: second read-out of Dynein transport, no call of its own (marks repeat the call); z-score; measured here: cell count per field
Ins promoter up cell count: further read-out of Ins promoter up, marked with its call; cell count; measured here: cytotoxicity, nuclei count;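 total cells summed across four imaged fields per well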
Lipid droplet cells 6.5 µM: recorded beside Lipid droplet, whose call it bears; cell count; measured here: cell count, cytotoxicity flag;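 cells counted across two imaged fields per well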
b-catenin transl cell count 5 µM: second read-out of b-catenin transl, no call of its own (marks repeat the call); cell count; measured here: cell count, cytotoxicity flag
MT stabilize HCS Hoechst-high %: further read-out of MT stabilize HCS, marked with its call; % Hoechst-high responders; measured here: nuclear condensation Hoechst responders;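 share of cells brighter than vehicle mean plus two SD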
MT stabilize HCS cytotoxicity %: further read-out of MT stabilize HCS, marked with its call; toxicity, %; measured here: cytotoxicity by cell density;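 0% = mean cell density of plate MIN control wells and 100% = no cells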
Autophagy mod cell loss 18 h: also measured in Autophagy mod; calls as there; toxicity, %; measured here: cell loss, nuclei count;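 cell loss after 18 h compound exposure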
* marks the source's active call; other numbers are inactive results; i = inactive; · = no result given.

smiles	WT yeast gro inh mutant strain	Lipid droplet cells 6.5 µM	XIAP antagonists	Dynein transport	Autophagy mod	MT stabilize HCS cytotoxicity %	WT yeast gro inh	Autophagy mod cell loss 18 h	b-catenin transl	b-catenin transl cell count 5 µM	MT stabilize HCS Hoechst-high %	MT stabilize HCS	Dynein transport cell count	CSM14.1 death rescue	Ins promoter up cell count	Dynein transport cytoplasmic EGFP	Ins promoter up	Lipid droplet	Dynein transport nuclear GR-EGFP
Cc1nn(CCc2nn[nH]n2)c2nc(-c3ccccc3)cc(C(F)(F)F)c12	-1	688	-2.9%	-0.96	i	2.0	0	-3	-0.1	1127	1.2	3.9	0.83	-0.5%	1299	-0.36	-0.95	16	-0.54
O=C(CCNC(=O)Cn1ccc2ccccc2c1=O)NCCCN1CCN(c2ccccc2F)CC1	-4	·	-5.5%	-0.011	i	14	-2	8	4.0	1479	2.0	2.6	-0.35	-1.5%	869	-0.25	-0.79	·	-0.3
COc1ccc(-c2nn(-c3ccccc3)cc2/C=N/Nc2cccc(C(=O)O)c2)cc1	2	693	-1.7%	-0.42	i	7.7	-1	2	-0.4	1096	2.9	2.6	-0.0093	3.5%	1267	-0.28	-1.4	5	0.062
COC(=O)C1=C(CSc2nc3ccccc3s2)NC(=O)NC1c1ccc(F)cc1 (stereo not drawn)	-14	769	-6.4%	0.11	i	17	2	19	-6.1	628	4.5	9.3	0.57	-1.2%	1180	-0.22	0.84	-3	0.59
CCOC(=O)c1cnc2ccc(OCC)cc2c1NCc1ccccc1OC	6	551	-8.0%	0.58	i	2.5	42	7	-0.4	1013	1.9	1.9	-0.61	-3.2%	1389	-0.24	0.36	-12	0.63
Cn1c(=O)[nH]c(=O)c2c1nc(N1CCN(Cc3ccccc3)CC1)n2CCSc1ncccn1	4	·	0.6%	0.53	i	9.5	-23	4	·	·	5.4	2.4	0.67	-2.1%	965	-0.3	-1.5	·	0.29
CCOC(=O)C1(Cc2ccc(OC)cc2)CCN(C(=O)CCn2cccn2)CC1	·	668	·	0.041	·	·	·	·	-0.9	1383	·	·	-0.051	·	1150	-0.26	0.54	13	0.11
CC1CCC(NC(=O)c2ccc(S(C)(=O)=O)cc2)CC1 (stereo not drawn)	3	686	-2.9%	-0.34	i	7.6	-7	-2	0.5	1121	3.4	0.9	0.59	-0.4%	1548	-0.26	-0.27	2	-0.017
COc1ccc(CNCCNC(=O)c2cccs2)c(OC)c1OC	8	775	0.5%	-0.78	i	8.5	3	-7	-0.7	1021	0.7	1.5	1.4	-1.3%	1476	-0.3	0.08	3	-0.17
N#Cc1ccccc1OCC(=O)OCC(=O)c1ccc2c(c1)NC(=O)CO2	11	·	0.1%	-0.66	i	8.5	0	10	-5.7	973	2.4	3.5	-0.22	-1.3%	1433	-0.29	0.18	·	-0.2
O=C1N/C(=N/N=C/c2ccccc2O)SC1Cc1ccc(F)cc1 (stereo not drawn)	·	576	·	0.25	·	·	·	·	1.3	1278	·	·	-0.042	·	1050	-0.22	-0.79	1	0.52
CN(C)c1ccc(C2C3C(=O)N(c4ccc(C(=O)O)cc4)C(=O)C3ON2c2ccccc2)cc1 (stereo not drawn)	1	·	-4.7%	-1.1	i	5.3	-6	-1	1.2	1325	3.9	7.4	1	-1.1%	1556	-0.15	0.09	·	-0.56
COc1ccc(C)cc1NC(=O)C(OC(=O)c1cccc(S(=O)(=O)N(C)c2ccccc2)c1)c1ccccc1 (stereo not drawn)	-6	623	-3.7%	0.69	i	7.3	2	9	·	·	3.8	4.7	-0.47	6.6%	1345	-0.2	0.15	33	-0.044
O=C(COc1ncnc2ccccc12)c1ccc(Cl)cc1	-6	710	-0.3%	0.48	i	5.6	-3	-1	-1.0	1094	3.3	3.9	-0.23	0.2%	1244	-0.28	-0.29	4	0.44
CC(C(=O)Nc1nncs1)N1C(=O)C2C3C=CC(C3)C2C1=O (stereo not drawn)	-4	659	-2.5%	1.1	i	2.7	-1	-6	-2.7	1032	2.8	4.9	-0.87	0.3%	1656	-0.15	0.28	-1	0.92
CCOCCCNC(=S)N1CCN(Cc2ccco2)CC1	-14	661	-8.0%	-0.2	i	3.8	-9	1	0.2	1017	2.0	2.1	-0.34	-1.8%	1616	-0.23	1.1	1	-0.078
Cc1ccc(/C=N/NC(=O)c2ccccn2)s1	13	685	32%	-0.2	i	5.5	0	-4	-1.2	508	2.6	4.5	1.3	-5.0%	1226	-0.21	0.02	-25	-0.043
CC#CCN(CC#CC)S(=O)(=O)c1ccc(S(=O)(=O)N2CCOCC2)cc1	·	·	-2.6%	1.6	i	4.1	·	12	-1.6	1130	2.2	2.0	-1	-1.8%	1402	0.028	-0.25	·	0.81
CCOC(=O)C1(Cc2ccccc2C(F)(F)F)CCN(C(=O)c2cc(C(C)=O)n[nH]2)CC1	6	724	-9.4%	-0.67	i	3.3	7	-2	0.8	1552	2.1	2.1	1.4	1.3%	·	-0.26	·	20	-0.077
CC(C)(C)C(=O)Nc1ccccc1C(=O)Nc1cc(Cl)ccc1Cl	26	·	-2.8%	0.034	i	8.2	35	11	-0.5	1381	1.1	1.9	-0.47	11%	1582	-0.2	-0.2	·	-0.038
CC(=O)Nc1nnc(SCc2cccc(F)c2)s1	5	721	0.6%	-1.1	i	9.7	11	0	-1.3	1179	2.0	2.4	0.69	0.2%	1441	-0.3	0.39	22	-0.35
Cc1ccc(C(NC(=O)C2CCCCC2)c2c(O)ccc3ccccc23)cc1 (stereo not drawn)	-6	636*	-4.0%	0.07	i	12	-4	8	1.8	1015	1.3	8.4	-0.27	-0.1%	1313	-0.2	-0.57	57*	-0.17
Cc1ncc(CO)c(/C=N/NC(=O)c2cc(O)c(O)c(O)c2)c1O	5	687	-5.2%	1.9	i	4.5	4	-4	0.9	1071	3.5	5.0	-2	·	1224	-0.2	0.45	7	1.1
CN(C)/C=N/c1sc2c(c1C#N)CCC2	4	·	-0.9%	-0.41	i	6.4	2	-4	-3.7	1032	4.1	4.2	1	0.4%	·	-0.32	·	·	-0.26
c1ccc2c(NCC3CCCO3)nc(N3CCOCC3)nc2c1 (stereo not drawn)	-4	703	-1.9%	0.55	i	4.4	0	3	-0.1	1478	1.2	0.9	-0.55	-1.6%	·	0.43	·	-2	0.32
O=S(=O)(c1ccc2ccccc2c1)N1CCN(S(=O)(=O)N2CCCCC2)CC1	20	809	-2.0%	-0.21	i	5.9	18	0	3.3	1197	1.3	1.7	0.16	-0.3%	·	-0.18	·	-16	0.23
COC(C#CCCN(C)C)(c1ccccc1)c1ccccc1	-5	631	-2.7%	-0.37	i	3.1	-4	17	1.0	1039	3.3	3.0	0.28	-3.4%	1396	-0.29	-0.01	-12	-0.46
CSCC[C@H](NC(=O)c1nn(C)c(=O)c2ccccc12)c1nc2ccccc2[nH]1	16	·	-3.6%	0.31	i	6.1	11	0	0.1	1347	2.0	3.1	-0.061	0.4%	1653	-0.23	-0.09	·	-0.71
O=C(C(=O)N1CCc2ccccc2C1)c1c[nH]c2ccccc12	-10	715	-3.5%	-0.048	i	6.1	13	8	0.4	1480	3.5	3.0	0.33	-2.3%	1455	-0.29	-0.54	-15	0.3
O=C(Nc1cccnc1)OC1CCCCC1	-3	627	-2.5%	-0.19	i	4.2	4	-13	-1.8	1051	2.3	2.2	0.58	·	1270	-0.26	0.13	7	-0.14

Reprinted from the part before: two entries, followed by the next part.
smiles	WT yeast gro inh mutant strain	Lipid droplet cells 6.5 µM	XIAP antagonists	Dynein transport	Autophagy mod	MT stabilize HCS cytotoxicity %	WT yeast gro inh	Autophagy mod cell loss 18 h	b-catenin transl	b-catenin transl cell count 5 µM	MT stabilize HCS Hoechst-high %	MT stabilize HCS	Dynein transport cell count	CSM14.1 death rescue	Ins promoter up cell count	Dynein transport cytoplasmic EGFP	Ins promoter up	Lipid droplet	Dynein transport nuclear GR-EGFP
O=C(C(=O)N1CCc2ccccc2C1)c1c[nH]c2ccccc12	-10	715	-3.5%	-0.048	i	6.1	13	8	0.4	1480	3.5	3.0	0.33	-2.3%	1455	-0.29	-0.54	-15	0.3
O=C(Nc1cccnc1)OC1CCCCC1	-3	627	-2.5%	-0.19	i	4.2	4	-13	-1.8	1051	2.3	2.2	0.58	·	1270	-0.26	0.13	7	-0.14
CCN(CC)S(=O)(=O)c1ccc(/C=C/C(=O)OCC(=O)N(C)C)cc1	-15	699	-3.1%	3.7	i	4.5	-1	4	-4.4	1160	3.2	4.4	-2.9	-0.9%	1349	0.18	0.82	6	2
Cc1ccc(C(=O)NCCn2c(N)c(C#N)c3nc4ccccc4nc32)cc1	-20	·	0.8%	1.5	i	2.8	2	8	-2.7	576	2.8	4.5	-0.019	-2.8%	1252*	0.19	4.1*	·	2.1
Clc1ccc(Cn2ccc(C3CC3)n2)cc1	12	694	-6.4%	-0.83	i	13	2	-1	-2.5	1076	3.4	3.0	0.9	0.3%	1027	-0.29	1.3	-8	-0.28
COc1cccc(N2C(=O)CC(N3CCN(S(=O)(=O)c4ccccc4)CC3)C2=O)c1 (stereo not drawn)	-8	·	-7.1%	-1.5	i	10	-8	8	-1.4	1342	3.8	2.5	1.5	-0.5%	1600	-0.22	0.26	·	-0.41
